SRC1 TRFRET art – TR-FRET detection interference compounds, primary screen, artefact control for PPARgamma SRC-1 recruitment agonists, biochemical, TR-FRET emission ratio; TR-FRET detection artefact counter-screen; active compounds read high; TR-FRET ratio at 8 µM; actives 0.34% (n = 99,000); in the data active = TR-FRET ratio above about 2300; note: inactives centre near 1800
SRC3 TRFRET art – TR-FRET detection interference compounds, artefact control for PPARgamma SRC-3 recruitment agonists, biochemical, TR-FRET ratio; TR-FRET artefact counter-screen, PPARgamma/SRC-3 format; active compounds read high; TR-FRET ratio at 8 µM; actives 0.39% (n = 99,000); in the data active = TR-FRET ratio above about 2000; note: inactives centre near 1600
Active calls of the source: *. Only part of the results is shown, so the mix of outcomes need not match the whole.

SMILES	SRC1 TRFRET art	SRC3 TRFRET art
Cc1ccc(C)n1-c1c(C(=O)NN)cnn1-c1ccccc1	1922	1700
COc1cc2c(cc1OC)C(C)N(C(=O)c1cc3c(s1)-c1c(C)cccc1OC3)CC2 (stereo not drawn)	1902	1653
N#CC1=C(N)Nc2ncnn2C1c1ccc(F)cc1 (stereo not drawn)	2007	1589
NNC(=O)CCc1ccc(S(=O)(=O)N2CCOCC2)cc1	1495	1505
COc1ccc(N(C(=O)c2ccc(C)cc2)S(=O)(=O)c2cccs2)cc1	1777	1688
O=C(NCc1ccco1)/C(=C/C=C/c1ccccc1)NC(=O)c1ccco1	1820	1689
C=CCn1c(-c2ccccc2OC)n[nH]c1=S	2063	1802
O=S(=O)(NC(=S)NC1CCCCC1)c1cccs1	1986	1508
CCC(=O)Nc1cccc(NC(=S)NC(=O)c2ccc(C)cc2)c1	1788	1518
CC1=C(C(=O)OCC2CCCO2)C(c2coc3ccccc3c2=O)C2=C(CCCC2=O)N1 (stereo not drawn)	1964	1637
COc1ccccc1N1CCN(C(=O)COc2cc(C)cc(C)c2)CC1	1898	1456
COc1ccc(-c2csc3nc(-c4ccc(C)cc4)oc(=O)c23)cc1OC	1623	1521
Cc1ccc(CN2CCN(Cc3cnc(N4CCOCC4)s3)CC2CCO)o1 (stereo not drawn)	1889	1468
Cc1ccc(S(=O)(=O)N(C)c2ccc3sc(C)nc3c2)cc1	1519	1498
Cc1cc(C(=O)COC(=O)c2ccc(N)c([N+](=O)[O-])c2)c(C)n1-c1ccc2c(c1)OCO2	2022	1416
Oc1ccc2c(c1)C1CCCC1(N1CCOCC1)O2 (stereo not drawn)	1958	1537
CCCCOc1ccc(/C(O)=C2/C(=O)C(=O)N(CCN(C)C)C2c2ccc(O)c(OC)c2)cc1 (stereo not drawn)	2129	1555
COC(=O)C1=CN(CC2CCCO2)C=C(C(=O)OC)C1c1cccc(O)c1 (stereo not drawn)	1787	1298
COc1cccc(-n2cn[nH]c2=S)c1	1365	1502
COCCCNC(=S)N1CCCN(c2nc3cc(C)ccc3cc2C#N)CC1	1598	1480
Cc1ccc2c(CC(=O)OCC(=O)Nc3ccc(Cl)cn3)coc2c1	2058	1649
COc1ccc(C)cc1N(C(=O)c1cccc(F)c1)c1nc2ccccc2s1	1703	1628
CCn1c(SCC(=O)NC2CCCc3ccccc32)nnc1-c1ccncc1 (stereo not drawn)	1971	1446
O=C(O/N=C(/c1ccccc1)c1ccncc1)c1ccc(F)cc1	1746	1385
COc1ccc(NC(=O)c2ccc(-c3ccc([N+](=O)[O-])cc3)o2)cc1OC	1845	1719
CCN(CC)S(=O)(=O)c1ccc(OCCNS(C)(=O)=O)cc1	1903	1747
Cc1cc(C)nc(NN=C2CCCC2)n1	2045	1768
O=C1N(c2cccc3ccccc23)C(c2ccccc2)N2CCCN12 (stereo not drawn)	1989	1455
CC(=O)Oc1ccc(Cl)cc1/C=C/c1ccc2ccccc2n1	1787	1639
CCOC(=O)CSc1nnc(NC(=O)NC(C)C)s1	1714	1392
CCc1ccc(N2C(=O)C3NN=C(C(=O)OCc4ccccc4)C3C2=O)cc1 (stereo not drawn)	1742	1470
COCC1CCN(Cc2nc(-c3cccs3)no2)C1 (stereo not drawn)	2038	1434
COc1ccc(CCn2c(=O)[nH]c3cc(C(=O)N4CCN(c5ccccn5)CC4)ccc3c2=O)cc1OC	1758	1925
CCCCCSc1nc(C)c(CC(=O)O)c(=O)[nH]1	1642	1314
C/C(=N\NC(=O)CC#N)C1COc2ccccc2O1 (stereo not drawn)	1957	1672
Cc1cccc(OCc2nnc(SCC(=O)O)n2Cc2ccccc2)c1	1652	1642
O=C(Nc1ccc(SC(F)(F)F)cc1)c1ccccn1	1949	1616
O=S(=O)(/C=C/c1ccccc1)NCc1ccccc1Cl	1688	1710
O=C(COC(=O)CNC(=O)c1ccc(Cl)cc1)Nc1ccc2c(c1)OCCO2	1548	1478
O=C(Nc1ccc(F)cc1F)C1(c2cccs2)CCOCC1	1788	1525

Rewritten as comma-separated lines: entries from further up.
Structure,SRC1 TRFRET art,SRC3 TRFRET art
CCCCCSc1nc(C)c(CC(=O)O)c(=O)[nH]1,1642,1314
C/C(=N\NC(=O)CC#N)C1COc2ccccc2O1 (stereo not drawn),1957,1672
Cc1cccc(OCc2nnc(SCC(=O)O)n2Cc2ccccc2)c1,1652,1642
O=C(Nc1ccc(SC(F)(F)F)cc1)c1ccccn1,1949,1616

The results go on.
SMILES	SRC1 TRFRET art	SRC3 TRFRET art
COc1ccc(CC(=O)Nc2cccc(C)n2)cc1OC	1501	1405
COC(=O)NNC(=O)c1ccc(Cl)cc1Cl	1627	1694
COc1ccc(NC(=O)CC2SC3=NCCN3C2=O)cc1 (stereo not drawn)	1833	1367
CCOC(=O)c1cnc2ccccc2c1Nc1cccc(C(=O)O)c1	1845	1559
COc1ccccc1-c1c(C(F)(F)F)oc2cc(OCC(=O)Nc3cc(C)ccc3C)ccc2c1=O	1934	1814
Cc1cccc(-c2nnn3c2nc(NCCc2ccc(S(N)(=O)=O)cc2)c2ccccc23)c1	2068	1699
Cc1ccc(Cl)c(NC(=O)CN2CCN(C=O)CC2)c1	1819	1784
C=CCNC(=S)N/N=C/c1ccc(-c2cccc([N+](=O)[O-])c2)o1	1840	1358
Cc1ccccc1C(=O)NNC(=O)c1cc(N)cc([N+](=O)[O-])c1	1530	1443
O=C(NC(=S)Nc1ccc(N2CCCCC2)cc1)c1ccc2c(c1)OCCO2	2154	1436
O=C(NCc1ccccc1)c1cccc(COc2ccc3c(c2)CCC3)c1	1739	1731
CC(C)n1nnnc1-c1ccc(Cl)cc1	1845	1497
CCc1cccc(Nc2cnn(C34C[C@@H]5C[C@@H](CC(CC(=O)O)(C5)C3)C4)c(=O)c2Cl)c1	1894	1512
CC(=O)N(CC(=O)O)c1ccccc1	1622	1428
Cc1nc(N2CCN(C(=O)c3ccco3)CC2)c2c3c(sc2n1)CC(C)CC3 (stereo not drawn)	1683	1492
Cc1ccc(-n2cc(CNCCCn3ccnc3C)c(-c3ccc(F)cc3)n2)cc1	2001	1555
CC(=O)c1cccc(NC(=O)CO/N=C2/CCCc3nonc32)c1	1977	1569
COc1ccc(NC(=O)Cc2coc3cc(C)c(C(C)C)cc23)cc1S(=O)(=O)N1CCOCC1	1528	1341
COC(=O)N/N=C/c1ccc(-c2cccc(Cl)c2)o1	2087	1675
COc1cc(NC(=O)c2cc(Cl)nnc2Cl)cc(OC)c1OC	1913	1748
c1cncc(CNc2c3c(nc4nnnn24)CCCC3)c1	1919	1628
COc1ccc(-n2c(O)c(/C=N/NS(=O)(=O)c3cccc([N+](=O)[O-])c3)c3ccccc3c2=O)cc1OC	1942	1532
Nc1cc(=O)[nH]c(SCC(=O)N2CCCCC2)n1	1611	1582
CCN(CC)C(=O)C1CCCN(C(=S)Nc2cccc3ccccc23)C1 (stereo not drawn)	1890	1438
CC(=O)NC1(C(F)(F)F)C(=O)Nc2c1c(=O)[nH]c(=O)n2CC(C)C (stereo not drawn)	1703	1458
COc1cccc(NC(=S)NCc2ccccn2)c1	1992	1536
Cc1sc2ncnc(NCCCN3CCCC3=O)c2c1C	1814	1524
COc1ccc(NS(=O)(=O)c2cccc(NC(=O)c3ccc(Cl)nc3)c2)cc1	1636	1716
COc1ccc(S(=O)(=O)N2CCOCC2)cc1NC(=O)[C@@H]1CCCN1C(=O)c1cccs1	1777	1371
O=C(c1ccc(S(=O)(=O)N2CCc3ccccc3C2)cc1)N1CCCCC1	1905	1541

Entries of single compounds, quoted from the list. Screens in order: SRC1 TRFRET art	SRC3 TRFRET art
COc1ccccc1-c1c(C(F)(F)F)oc2cc(OCC(=O)Nc3cc(C)ccc3C)ccc2c1=O reads 1934	1814
COC(=O)C1=CN(CC2CCCO2)C=C(C(=O)OC)C1c1cccc(O)c1 (stereo not drawn) reads 1787	1298
c1cncc(CNc2c3c(nc4nnnn24)CCCC3)c1 reads 1919	1628

(further entries)
SMILES	SRC1 TRFRET art	SRC3 TRFRET art
CCC[C@@H](NS(=O)(=O)c1ccc(C)cc1)C(=O)Oc1ccc2c3c(c(=O)oc2c1)CCC3	1895	1547
COc1ccc(C2=C(C=C(C#N)C#N)C(c3ccccc3C)c3ccccc3O2)cc1OC (stereo not drawn)	1946	1582
Cn1ncc(Cl)c1C(=O)Nc1nc2ccc(Cl)cc2s1	1638	1499
CN(N=Nc1cccc([N+](=O)[O-])c1)c1cccc([N+](=O)[O-])c1	2016	1612
Cc1ccc(S(=O)(=O)N2CCCCC2)cc1NC(=O)C1CCCO1 (stereo not drawn)	2118	1479
Cc1cc(C)c(S(=O)(=O)N2CCCOC2CNC(=O)C(=O)NCCCn2ccnc2)c(C)c1 (stereo not drawn)	1964	1568
O=C(N/N=C/c1ccccc1OCc1ccccc1Cl)c1cccnc1	2076	1730
C/C(=N\NC(=O)C(=O)Nc1cc(Cl)ccc1Cl)c1ccncc1	1624	1640
Cc1c(C2=CCN(S(=O)(=O)c3ccc(Br)cc3)CC2)c2ccccc2n1C	1764	1714
C/C(=N\Nc1nc2ccccc2[nH]1)c1ccc(Cl)s1	1970	1645

Overlap with the part before: five compounds; new compounds follow.
SMILES	SRC1 TRFRET art	SRC3 TRFRET art
Cc1cc(C)c(S(=O)(=O)N2CCCOC2CNC(=O)C(=O)NCCCn2ccnc2)c(C)c1 (stereo not drawn)	1964	1568
O=C(N/N=C/c1ccccc1OCc1ccccc1Cl)c1cccnc1	2076	1730
C/C(=N\NC(=O)C(=O)Nc1cc(Cl)ccc1Cl)c1ccncc1	1624	1640
Cc1c(C2=CCN(S(=O)(=O)c3ccc(Br)cc3)CC2)c2ccccc2n1C	1764	1714
C/C(=N\Nc1nc2ccccc2[nH]1)c1ccc(Cl)s1	1970	1645
Nc1nc(SCC(=O)Nc2cccc(Oc3ccccc3)c2)n[nH]1	1952	1506
NC(=O)C1(N2CCCCC2)CCN(C(=S)Nc2cc(F)cc(F)c2)CC1	1782	1568
COCCN(Cc1ccccc1)C(=S)Nc1ccc(Cl)cc1	1895	1493
O=C(O)Cc1ccc(NCc2ccccc2Cl)cc1	1799	1781
CC(Oc1ccc(Cl)cc1Cl)c1ccnc(N)n1 (stereo not drawn)	1820	1656
N=C(N)c1ccc(O)cc1	2132	1421
Cc1cccc(NCC(=O)N/N=C\c2cccc(Oc3ccccc3)c2)c1	1710	1730
Cc1nc2sc(C(c3ccco3)N3CCN(C(c4ccccc4)c4ccccc4)CC3)c(O)n2n1 (stereo not drawn)	1953	1487
Cc1ccc(C)n1-c1ccc(NC(=O)c2ccccc2)cc1	1592	1506
CCOC(=O)c1c(/N=C/C2C(=O)CCCC2=O)sc2c1CCCC2	1751	1517
Cc1ccc2nc(CSc3nnc(Nc4ccccc4C)s3)cc(=O)n2c1	1787	1559
Cc1c(NC(=O)c2cccc(-c3cc4ccccc4oc3=O)c2)cccc1-c1nc2ncccc2o1	1676	1410
O=C(O)Cc1sc(Nc2ccc(F)cc2)nc1-c1cccs1	1544	1625
O=[N+]([O-])c1cccc(Cl)c1NCCNS(=O)(=O)c1ccc(Cl)cc1	1641	1582
Cn1c(=O)[nH]c(=O)c2c1nc(CN1CCN(c3cccc(Cl)c3)CC1)n2CCCc1ccccc1	1793	1640
CC(=O)N(C(C)=O)c1ncnc2c1c(-c1ccc(Cl)cc1)nn2C(C)(C)C	1856	1720
CCOc1ccccc1N1CC(C(=O)Nc2nccs2)CC1=O (stereo not drawn)	1861	1725
COc1ccc(/C=C2/SC(=O)N(CCNC(=O)C3CCCN3C(=O)c3cccs3)C2=O)cc1 (stereo not drawn)	1767	1646
CCN(C(=O)Cc1c(C(=O)O)n(C)c2ccccc12)c1ccc(F)cc1	1877	1366
Cc1nnc(NC(=O)CSc2ccc(-c3ccc(Cl)cc3)nn2)s1	1825	1399
COc1ccc(CC(=O)Nc2nccs2)cc1OC	1850	1604
Cn1ccnc1C(=O)c1cc(SCC(=O)NCc2ccccc2)nc2ccccc12	1931	1562
Cc1ccc(OCC(=O)N2CCN(C(=O)c3ccc([N+](=O)[O-])cc3)CC2)cc1	1753	1681
O=C(COc1ccc(Br)cc1CNC1CCCCC1)NCCc1ccccc1	1618	1499
CCC(C)N1C(=O)CN(C2CCCCCC2)C(=O)C1c1ccccc1F (stereo not drawn)	1906	1572
CCOc1ccc(NC(=S)N(CCc2c(C)[nH]c3ccccc23)Cc2cccnc2)cc1	1992	1704
CCCCN(C(C)=O)c1c(N)n(CCC)c(=O)n(CC(=O)Nc2cc(Cl)cc(Cl)c2)c1=O	1967	1562
CCOc1ccc(NC(=O)Nc2ccc(Br)cn2)cc1	2031	1724
COc1ccc(OC)c(CNc2ccc([N+](=O)[O-])cc2C)c1	1749	1673
Cc1cccc(OCC(=O)Nc2ccc(S(=O)(=O)Nc3ccccn3)cc2)c1	1832	1436
CCN(CC)CCNC(=O)c1ccc(NC(=O)c2ccc(F)cc2)cc1	1970	1526
Cc1ccc(/C=N/Nc2ccc(C(=O)O)cc2)s1	2013	1733
CCNC(=O)OCCC12CC3CC(CC(C3)C1)C2	1603	1463
COc1ccnc(Oc2ccccc2)c1C(=O)N/C=N/OCc1ccccc1F	1514	1550
COC(=O)c1cn(NC(=O)Cn2nc([N+](=O)[O-])c(Cl)c2C)c(=O)c2ccccc12	1807	1709
O=C(O)CSCC(=O)NCc1ccc(Cl)cc1Cl	1655	1685
Cc1ccnc(SCC(=O)c2cccc([N+](=O)[O-])c2)n1	1748	1660
O=C(NCCc1nnc2ccc(NCc3ccccc3Cl)nn12)c1ccccc1	1714	1696
CC(C)c1ccc(NC(=O)c2ccc(NS(C)(=O)=O)cc2)cc1	1972	1676
N#CC(C#N)=C(N)CSc1cccc[n+]1[O-]	1541	1510

Source: PubChem
